Bioassay records (PubChem BioAssay)
Menin-MLL TR inh = menin-MLL binding inhibition, Texas Red mutant peptide. O00255. Menin + Texas Red MLL mutant peptide, fluorescence polarization. Potency, µM (top dose mostly 61.6 µM), for the others: at the highest dose FP activity change, negative = inhibition, hits mostly inhibitors. 0.23% of 270,000 active. AID 1768; active means well fitted inhibition curve with a large enough effect in the polarisation, with a control signal flat, not every such curve was filed as active; inconclusive means small, poorly fitted or top-dose-only effect, or effect the other way, or a change in a side signal; inactive means no such curve, though single readings can be large or run the other way; the % refers to the polarisation; further: potency means the concentration at half of the fitted maximal effect; % of control where 0% means no effect; many of its hits are not listed in these tables
Gal4-VP16 FLuc = inhibits Gal4-VP16 luciferase reporter, ROR gamma counter-screen; Drosophila S2 Gal4-VP16 UAS-luciferase, luminescence, 20 h; Potency, µM (titrated, usually from 53.6 µM), for inactives: at the top dose activity, negative = inhibition, actives largely listed as inhibitors; 3.5% of 310,000 active;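 further: Gal4-VP16 expression switched on by copper sulfate through the metallothionein promoter; potency means the concentration at half of the fitted maximal effect; on the % scale 0 is the no-effect control and ±100 the full control effect; nearly all actives have a fitted effect of over 50% in size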
Rab9 promoter act = Rab9 promoter activation; Huh7 Rab9 promoter-luciferase reporter, luminescence, 24 h; Potency, µM (highest dose often 9.22 µM), for the others: top-dose activation, negative = inhibition, actives largely listed as activators; 2.8% of 320,000 active; AID 485297; further: potency means the concentration at half of the fitted maximal effect; % of control where 0% means no effect; nearly all actives have a fitted effect of over 60% in size
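Steps: seed 1500 Huh7 Rab9-luc cells per well, rest 2 h at 37 °C; add compound in DMSO; incubate 24 h; add luciferase reagent, 10 min ambient; read luminescence.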
NPC1 promoter act = activators of NPC1 promoter. Huh7 NPC1 promoter luciferase reporter, 24 h. Potency, µM (series often up to 9.22 µM), inactives show at the highest dose activation, hits mostly activators. 2.4% of 320,000 active. AID 485313;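 further: potency means the concentration at half of the fitted maximal effect; % of control where 0% means no effect; nearly all actives have a fitted effect of over 60% in size; reporter is driven by a mutant NPC1 promoter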
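Compounds in DMSO were transferred onto Huh7 NPC1-luciferase reporter cells pre-incubated 2 h; after 24 h at 37 °C, Amplite reagent was dispensed and luminescence recorded 10 min later.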
RORg inh = blocks mouse ROR gamma transcriptional activity; P51450; Drosophila S2 Gal4-RORgamma UAS-luciferase reporter, 20 h; Potency, µM (top dose mostly 53.6 µM), for the others: at the highest dose activity change, negative = inhibition, usual class: inhibitors; 5.4% of 310,000 active; further: potency means the concentration at half of the fitted maximal effect; on the % scale 0 is the no-effect control and ±100 the full control effect; nearly all actives have a fitted effect of over 60% in size
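Stably transfected Drosophila Schneider cells are the test system, with ROR gamma fused to Gal4 and luciferase under UAS control; luminescence is read after 20 hr of 700 uM copper sulfate induction at ambient temperature.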
FLuc counter = counter-screen for miR-21 project: firefly luciferase inhibitors or activators. purified FLuc, Km substrates, luminescence inhibition. Potency, µM (highest dose often 57.5 µM), without a hit: at the highest dose activity change, negative = inhibition, most hits filed as inhibitors. 6.9% of 360,000 active. AID 588342;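 further: potency means the concentration at half of the fitted maximal effect; plate controls were vehicle for no effect and reference inhibitor for full effect; nearly all actives have a fitted effect of over 55% in size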
Target sequence (P08659 whole entry, looked up): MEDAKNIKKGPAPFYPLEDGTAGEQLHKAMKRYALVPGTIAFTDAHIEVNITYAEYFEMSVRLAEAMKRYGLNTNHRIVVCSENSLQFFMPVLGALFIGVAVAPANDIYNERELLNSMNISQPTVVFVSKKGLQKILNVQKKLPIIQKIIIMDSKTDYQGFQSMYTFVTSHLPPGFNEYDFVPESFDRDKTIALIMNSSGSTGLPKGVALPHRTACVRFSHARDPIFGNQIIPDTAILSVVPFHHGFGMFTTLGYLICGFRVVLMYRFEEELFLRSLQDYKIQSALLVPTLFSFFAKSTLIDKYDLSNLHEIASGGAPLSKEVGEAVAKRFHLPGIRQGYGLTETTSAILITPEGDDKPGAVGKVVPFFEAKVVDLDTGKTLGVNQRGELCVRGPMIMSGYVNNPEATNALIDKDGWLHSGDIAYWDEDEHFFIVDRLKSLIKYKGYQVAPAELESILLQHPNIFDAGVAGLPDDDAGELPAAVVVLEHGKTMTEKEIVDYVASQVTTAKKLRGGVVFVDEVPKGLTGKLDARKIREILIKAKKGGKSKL
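Purified P. pyralis luciferase, 10 nM final, with Km-level 10 uM D-luciferin and 10 uM ATP in 50 mM Tris acetate pH 7.5, 10 mM Mg acetate, 0.01% Tween-20, 0.05% BSA; 6-point qHTS titration about 60 µM downward; luminescence read.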
BRCA1 expr act = activators of BRCA1 expression. 1.1% of 380,000 active. Potency, µM (doses to about 46.1 µM), inactives show top-dose activation, actives largely listed as activators. MCF7-BRCA1-FFLuc reporter, luminescence, 48 h; response scale: scaled: vehicle 0%, 10 µM genistein 100%; further: potency means the concentration at half of the fitted maximal effect; nearly all actives have a fitted effect of over 80% in size; some results filed as inactive show a strong effect at the top dose
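First, MCF7-BRCA1-FFLuc cells (2000/well) attach for 2 h; next, compounds are pin-added and incubated 48 h at 37 °C; finally, luciferase reagent is added and luminescence read after 15 min.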
p53 reactivator = mutant p53 re-activation in reporter cells; 0.063% of 320,000 active; H1299 p53-A138V BP100-luciferase reporter, luminescence, 24 h; Potency, µM (titrated, usually from 92.2 µM), without a hit: top-dose activity change, positive = activation, actives largely listed as activators; further: potency means the concentration at half of the fitted maximal effect; % of control where 0% means no effect; nearly all actives have a fitted effect of over 45% in size
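p53-null H1299 cells stably carrying temperature-sensitive p53-A138V and a BP100-luciferase reporter were pinned with compounds (4-point, 1:5 series) and held 24 hrs at 37 deg C. Luminescence was read 10 min after detection reagent.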
ELG1 genotox = genotoxicity induction in ELG1-luciferase HEK293T cells; HEK293T ELG1-luciferase reporter, luminescence, 16 h; Potency, µM (top dose mostly 46 µM), for inactives: at the highest dose activity change, positive = activation, most hits filed as activators; 1.3% of 330,000 active; further: potency means the concentration at half of the fitted maximal effect; % of control where 0% means no effect; nearly all actives have a fitted effect of over 60% in size
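After overnight (16 hr) compound treatment at 37 °C, ELG1-luciferase HEK293T cells were lysed with ONE-Glo; luminescence quantified 30 min later at room temperature.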
PKM2 activator = activators of human pyruvate kinase M2; P14618; purified PKM2, Kinase-Glo ATP luminescence, activation; response scale: 0% is enzyme alone, no compound; 0.34% of 260,000 active; Potency, µM (series often up to 57.5 µM), without a hit: at the highest dose activation, actives largely listed as activators; further: potency means the concentration at half of the fitted maximal effect; on the % scale 0 is the no-effect control and ±100 the full control effect; nearly all actives have a fitted effect of over 55% in size
Target sequence (P14618 whole entry, looked up): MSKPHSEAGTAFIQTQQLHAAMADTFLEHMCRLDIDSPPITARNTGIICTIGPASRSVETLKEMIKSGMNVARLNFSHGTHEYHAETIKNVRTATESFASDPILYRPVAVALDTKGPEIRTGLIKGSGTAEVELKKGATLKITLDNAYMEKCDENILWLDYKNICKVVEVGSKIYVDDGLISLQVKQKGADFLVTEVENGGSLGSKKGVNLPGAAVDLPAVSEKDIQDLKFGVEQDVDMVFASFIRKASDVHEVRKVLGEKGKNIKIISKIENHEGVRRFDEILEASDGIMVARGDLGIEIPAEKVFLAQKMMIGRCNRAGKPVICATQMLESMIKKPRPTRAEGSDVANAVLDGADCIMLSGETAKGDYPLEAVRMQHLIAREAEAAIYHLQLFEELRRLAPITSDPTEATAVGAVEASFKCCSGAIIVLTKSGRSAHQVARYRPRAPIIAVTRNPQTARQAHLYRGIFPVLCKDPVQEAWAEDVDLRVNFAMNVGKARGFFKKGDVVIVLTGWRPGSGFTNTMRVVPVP
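hPK-M2, >95% pure; 0.1 mM ADP / 0.5 mM PEP final; imidazole pH7.2 buffer w/ 7 mM MgCl2, 50 mM KCl; 1 h RT; Kinase-Glo lum. Intermediate enzyme activity for dual inhibitor/activator qHTS.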
Giardia kill = Giardia lamblia killing. Giardia lamblia trophozoite viability. AID 540267. activity change, % at 7.66 µM, hits read low. 0.15% of 340,000 active; in the data active means activity change below about -80%; inconclusive means between about -30% and that limit;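 further: parasites exposed to compound for two days anaerobically before the ATP read; on the % scale 0 is the no-effect control and ±100 the full control effect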
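Luminescence from cellular ATP indicates surviving trophozoites (100 cells/well) following 48 hrs anaerobic compound treatment at 37 deg C; signal develops 15-30 min at room temperature.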
* hit, by the source's call; ? = inconclusive; / = no result given; [ ] = dose if it differs, or a comment. Unless noted, the call rests on the fitted dose curve; in most records, active means well fitted curve in the direction sought with a large enough effect; inconclusive means small, poorly fitted or top-dose-only effect, or another doubt; inactive means no such curve, though single readings can be large; an effect the other way counts as inactive or inconclusive. Not all compounds are listed (hit frequency here may not be typical).

| smiles | PKM2 activator | Menin-MLL TR inh | NPC1 promoter act | ELG1 genotox | RORg inh | FLuc counter | Gal4-VP16 FLuc | Giardia kill | Rab9 promoter act | BRCA1 expr act | p53 reactivator |
| --- | --- | --- | --- | --- | --- | --- | --- | --- | --- | --- | --- |
| COc1ccc(C2NC(c3ccc(OC)cc3)C([N+](=O)[O-])C(C)(C)C2[N+](=O)[O-])cc1 (configuration not stated) | 1.1% | 1.0% | 0.4% | -3.8% | 14.9% | 1.0% | 0.4% | -2.1 | -7.4% | -25.0% | -2.7% |
| CCOC(=O)C1CN(S(=O)(=O)c2ccc(OC)cc2)c2cc(Cl)ccc2O1 (configuration not stated) | / | 45.5%[activator] | -3.3% | -3.7% | -1.6% | 1.2% | -20.3% | 10.9 | -3.6% | -27.5% | -5.5% |
| O=S(=O)(c1ccccc1)N(CC(O)Cn1c2ccccc2c2ccccc21)c1ccccc1 (configuration not stated) | -11.4% | ? | 0.5% | -11.1% | 15.4% | -0.8% | -18.3% | -8.0 | -5.1% | -59.4% | -4.9% |
| N#CCSc1nc2sc3c(c2c(=O)n1C1CCCCC1)CCCC3 | -8.9% | 17.5% | -5.7% | 1.6% | ? | 0.9% | -7.8% | 5.2 | 0.4% | -18.6% | 0.8% |
| Cc1cccc(-n2c(C)nc3sccc3c2=O)c1 | -14.1% | -0.5% | -1.2% | -1.9% | -0.7% | -3.4% | 0.1% | -14.7 | -3.8% | -0.1% | -0.1% |
| CSc1nc2n(n1)C(C)C1=C(CCCC1=O)N2 (configuration not stated) | -3.2% | -18.1% | -1.5% | 4.7% | 7.5% | -2.6% | 0.5% | -4.8 | -1.4% | -22.1% | 3.5% |
| O=C(CSc1nnc2c(n1)[nH]c1ccccc12)N1CCCCC1 | / | / | 2.6% | -4.0% | 15.3% | -10.6% | -12.3% | -3.6 | 15.1% | 8.0% | 3.8% |
| COC(=O)c1cn(Cc2cccc(C)c2)nn1 | 3.9% | 11.0% | -3.9% | -0.7% | 3.5% | 6.8% | -14.0% | -20.5 | -4.9% | -6.4% | -1.7% |
| O=C(Nc1ccc(OCC(=O)N2CCOCC2)cc1)c1cncc(Br)c1 | -0.9% | 4.1% | -4.6% | -11.4% | -0.4% | ? | -0.5% | 17.7 | -2.6% | -12.0% | -7.4% |
| CCOC(=O)C(=O)Nc1ccccc1C(=O)Nc1ccc(OC)cc1 | 1.3% | 4.2% | 17.6% | 6.8% | 36.6% | -1.9% | -2.5% | -8.4 | 10.9% | 0.1% | 0.4% |
| Nc1nnn(CC(=O)N/N=C/c2ccncc2)n1 | -8.5% | / | -0.6% | -2.0% | -10.0% | 0.1% | -0.6% | -7.0 | 0.6% | -3.6% | -0.4% |
| Cc1ccc(NC(=O)CSc2nnc(C3CC3)n2N)cc1S(=O)(=O)N1CCOCC1 | 5.2% | 0.3% | 1.9% | -1.3% | 24.0% | -1.4% | -7.8% | -3.6 | -1.4% | 1.8% | -3.6% |
| C=CCNC(=O)/C(C#N)=C/c1ccc(C)o1 | 0.4% | 1.5% | -1.8% | 7.3% | 20.3% | -7.1% | -12.0% | -2.3 | 9.5% | 39.5% | -1.6% |
| CCCCNC(=O)CC1SC(=NCC)N(CC)C1=O (configuration not stated) | -1.3% | / | -4.7% | 4.5% | -21.0% | -0.4% | -5.8% | -8.6 | 1.7% | -0.9% | 4.6% |
| COCC(C)n1c(SCC(=O)Nc2nccs2)nc2ccccc2c1=O (configuration not stated) | / | / | -2.0% | -8.1% | / | 1.9% | / | -28.8 | -4.1% | 3.4% | -5.3% |
| COc1cc(C2C(C#N)=C(N)Oc3c2ccc2ccccc32)ccc1OCC(=O)Nc1cccc(C)c1 (configuration not stated) | 8.6% | -18.4% | -11.2% | -7.2% | ? | 2.0% | ? | -11.1 | -21.2% | -64.4% | 24.0% |
| CN(C)S(=O)(=O)c1cc(C(=O)NCCCn2ccc3ccccc32)ccc1Cl | -8.1% | 5.9% | 3.4% | -1.6% | 0.2% | -14.2% | 2.5% | -8.6 | -26.4% | -24.0% | -4.0% |
| COc1ccccc1NS(=O)(=O)c1ccc(C)c(NS(=O)(=O)c2cc(C(=O)O)cc(C)c2C)c1 | 0.3% | / | -8.0% | -0.6% | 6.4% | 0.2% | -2.6% | 15.0 | 0.4% | -2.1% | -2.1% |
| COc1cc([C@@H]2c3cc4c(cc3[C@@H](NC3CCN(Cc5ccccc5)CC3)[C@H]3COC(=O)[C@H]23)OCO4)cc(OC)c1O | 17.7% | / | -21.4% | 1.7% | ? | 4.5% | -27.0% | / | -29.2% | / | 2.4% |
| C/C(=N\NC(=O)c1cccc(F)c1)c1ccc(NC(=O)Cc2ccccc2)cc1 | -6.5% | / | 2.1% | ? | 7.0% | 3.6% | -4.6% | -7.1 | 25.1% | 93.0% | ? |
| C[C@H](NC(=O)c1nc[nH]c1C(=O)NCCCCCNC(=O)OC(C)(C)C)C(=O)OC(C)(C)C | 1.5% | 17.6% | 1.3% | -13.9% | -52.2% | -6.9% | -11.2% | -15.8 | 0.0% | -30.6% | 0.6% |
| C/C(O)=c1/cnc2nc3ccccc3n2c1=O | 4.6% | -9.4% | 17.6% | 0.5% | 28.6% | ? | 26.0% | 9.1 | 11.6% | 56.1% | 2.4% |
| CCC(C)n1[nH]c(=O)cc1N (configuration not stated) | -3.5% | 7.5% | -7.5% | -5.0% | -19.3% | 0.5% | 1.0% | 0.9 | 1.4% | 5.8% | -0.8% |
| O=P(Cc1cccc[n+]1[O-])(c1ccccc1)c1ccccc1 | -20.1% | 7.4% | 2.7% | 1.0% | -21.2% | -0.8% | -19.2% | -6.2 | -2.8% | 8.3% | -6.4% |
| CCOC(=O)N1CCN(C(=O)c2cccc(S(=O)(=O)Nc3ccccc3Cl)c2)CC1 | / | / | 0.2% | 1.4% | / | 4.9% | / | -11.5 | 1.5% | -8.7% | -7.2% |
| Cc1cccc(Oc2ccccc2N)c1 | 1.7% | / | 0.2% | 0.1% | ? | 8.1% | -7.0% | -4.7 | -3.8% | -4.5% | 2.0% |
| CN(C)c1ccc(NC(=O)c2ccncc2)c2ccccc12 | 2.6% | -14.6% | 4.3% | 1.1% | 12.0% | 3.0% | 11.6% | -10.5 | -4.5% | 0.0% | -10.6% |
| COc1ccc(-c2csc(N(C)C(=O)c3cccs3)n2)cc1 | 30.0% | ? | ? | 14.9% | 11.2% | 6.01µM* | -9.1% | -2.9 | 2.51µM* | 10µM* | 3.5% |
| COc1cc(C(=O)Nc2ccc3nc(N4CCOCC4)sc3c2)cc(OC)c1OC | / | / | 5.5% | -3.2% | / | -6.5% | / | 37.9[activator] | 0.8% | -50.9% | -5.3% |
| Cc1nnc(SCc2cccc3ccccc23)n(N)c1=O | 6.1% | 2.4% | -0.7% | 4.0% | 32.3% | -11.7% | 15.3% | 4.4 | -7.4% | -10.8% | 1.8% |
| CC(NC(=O)c1c(O)c2ccccc2[nH]c1=O)c1ccccc1 (configuration not stated) | 0.5% | 1.0% | -3.7% | -0.4% | 40.7%[1.91 µM] | 0.3% | -13.4% | -29.4 | 10.0% | -3.8% | 10.8% |
| COc1cc(NC(=O)CCN2CCN(Cc3ccccc3)CC2)cc(OC)c1 | -8.8% | ? | / | / | 14.3% | -1.6% | 1.6% | 4.1 | / | 4.9% | / |
| Cc1ccc2nc(N(CCCN(C)C)C(=O)c3ccc4c(c3)CCCC4)sc2c1 | -2.2% | ? | -0.3% | 0.9% | ? | 3.3% | ? | -14.9 | -5.1% | -75.3% | 10.8% |
| COC(=O)c1cc(C#N)c(SCc2ccccc2)nc1C | -3.2% | -1.4% | 7.3% | ? | 7.5% | ? | 4.8% | -2.8 | 0.2% | 48.0% | 16.2% |
| COc1ccc(C(=O)NNC(=O)c2ccccn2)cc1 | -78.4% | -20.6% | 0.316µM* | 0.146µM* | 7.08µM* | 0.0849µM* | 5.62µM* | -13.7 | 0.316µM* | ? | -26.4% |
| COc1ccc(OCC(=O)N2CCN(C(=O)c3cccc(F)c3)CC2)cc1 | 10.3% | -15.4% | 0.4% | 0.9% | 15.1% | 0.8% | -1.6% | 16.9 | -0.9% | -3.7% | 2.5% |
| CCCCOC(=O)Nc1ccc(N2CCOCC2)cc1 | 3.5% | 22.5% | ? | ? | ? | 15.1µM* | 10.5% | -3.5 | 3.16µM* | 4.47µM* | ? |
| O=C1Nc2cc(Cl)c(Cl)cc2N(O)N1c1ccccc1Cl | -3.9% | 8.5% | -1.1% | 1.3% | 7.1% | ? | -5.4% | -25.4 | 2.7% | 27.5% | 2.3% |
| COc1cccc(CNC(=O)c2ccccc2C(=O)NC(C)(C)C(=O)NCc2cccc(OC)c2)c1 | / | / | 1.7% | -4.6% | 0.3% | 1.7% | -1.0% | -29.3 | -7.3% | 5.9% | -12.4% |
